# Screening results (PubChem BioAssay)
# Mac1 fbg enh – enhancers of human CD11b/CD18 binding to fibrinogen; P05107+P11215; K562 CD11b/CD18 adhesion to fibrinogen, ATPlite luminescence; activation, % at 10 µM; 0.07% of 93,000 active;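 active means 10 µM primary screen giving 50% or more activity, confirmed by 40% or more on retest at that dose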; further: strong numbers were not always called active; reference of the scale not given here
# CYP2C19 activ – activators of human cytochrome P450 2C19; P33261; recombinant CYP2C19, luciferin-H EGE luminescence; hits give high values; 0 = fully inhibited enzyme, 1 = untreated enzyme; activation factor at 5 µM; 96,000 tested, under 10 active; AID 1025;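 active means activation factor of at least 2 at 5 µM in the primary screen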;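 further: 0 = wells with 2.5 mM tranylcypromine and 1 = vehicle-only wells; values of inactives mirror those of a sister screen read the other way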
# CYP2C9 inhib – blocks human cytochrome P450 2C9. P11712. CYP2C9 Supersomes, luciferin-H conversion, luminescence. inhibition, % at 5 µM. 20% of 96,000 active. AID 777;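 active means blocking of liver enzyme CYP2C9 beyond about 50% at 5 µM, limit read from the data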; further: values of inactives mirror those of a sister screen read the other way
# CYP2C19 inhib – inhibitors of human CYP2C19; CYP2C19 Supersomes, luciferin-H EGE luminescence, 30 min; P33261; 21% of 96,000 active; inhibition, % at 5 µM;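 active means CYP2C19 inhibition above a set limit at 5 µM in the primary screen, cut at about 50% in these data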;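 further: plate controls were negative control wells for no effect and 2.5 mM tranylcypromine positive control for full effect; values of inactives mirror those of a sister screen read the other way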
# CD11b adhes inh – blocks human CD11b/CD18 adhesion to fibrinogen. inhibition, % at 10 µM. K562 CD11b/CD18 adhesion to fibrinogen, ATPlite luminescence; Mn2+ added to activate the integrin. 0.54% of 93,000 active. AID 1497;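 active means primary inhibition of 50% or more at 10 µM, then 40% or more on retest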; further: some results filed as inactive read as strong as hits
# Pyk2 oligo antag – Pyk2 (human) oligomerization antagonism | AID 1347419 | Q14289 | Q293 cells, Pyk2 FERM NanoBiT luminescence; hits give low values | z-score (the deposit names both 25 µM and 10 µM) | 0.83% of 99,000 active;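 active means Z-score of -3 or lower, scaled per plate to the spread of control and sample wells; inactive means z-score above -3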;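 further: negative z-score means lost luminescence so less FERM oligomerization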
# Target sequence (Q14289 whole entry, looked up): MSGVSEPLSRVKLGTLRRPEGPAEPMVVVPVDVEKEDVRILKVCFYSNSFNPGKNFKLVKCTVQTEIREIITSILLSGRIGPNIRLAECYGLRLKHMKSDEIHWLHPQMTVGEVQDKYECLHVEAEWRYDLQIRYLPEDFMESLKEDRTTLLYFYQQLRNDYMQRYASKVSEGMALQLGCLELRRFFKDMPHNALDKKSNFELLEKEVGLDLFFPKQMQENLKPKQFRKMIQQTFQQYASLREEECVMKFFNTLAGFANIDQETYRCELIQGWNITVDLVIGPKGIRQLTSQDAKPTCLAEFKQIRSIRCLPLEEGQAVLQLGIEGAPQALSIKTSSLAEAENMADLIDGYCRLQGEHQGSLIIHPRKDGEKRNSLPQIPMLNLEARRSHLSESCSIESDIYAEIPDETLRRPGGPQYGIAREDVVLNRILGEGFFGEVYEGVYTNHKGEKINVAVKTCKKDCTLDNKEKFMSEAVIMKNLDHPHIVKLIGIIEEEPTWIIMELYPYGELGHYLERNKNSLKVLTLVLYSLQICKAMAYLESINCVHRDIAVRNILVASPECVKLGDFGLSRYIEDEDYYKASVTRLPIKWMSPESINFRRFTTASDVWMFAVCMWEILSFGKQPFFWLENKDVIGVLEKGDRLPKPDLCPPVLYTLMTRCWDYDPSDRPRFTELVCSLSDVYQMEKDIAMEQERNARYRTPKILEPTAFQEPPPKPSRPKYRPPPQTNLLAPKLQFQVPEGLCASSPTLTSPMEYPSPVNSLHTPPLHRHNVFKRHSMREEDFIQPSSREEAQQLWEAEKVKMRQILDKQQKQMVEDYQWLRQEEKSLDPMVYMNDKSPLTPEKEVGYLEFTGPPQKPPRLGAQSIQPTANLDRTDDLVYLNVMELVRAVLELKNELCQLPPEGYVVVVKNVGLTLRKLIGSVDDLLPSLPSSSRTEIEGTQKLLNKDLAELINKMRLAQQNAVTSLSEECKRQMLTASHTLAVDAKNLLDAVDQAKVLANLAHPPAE
# MT1-MMP txn act – activates MT1-MMP transcription | 0.16% of 86,000 active | activation factor at 10 µM | HT1080 MT1-MMP promoter luciferase reporter, luminescence, overnight; hits give high values;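 active means activation factor of at least 2 for MT1-MMP transcription at 10 µM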
# CYP2C9 act – CYP2C9 (human) activation | recombinant CYP2C9, luciferin-H conversion, luminescence; hits give high values; factor 1 = untreated enzyme, 0 = blocked | activation factor at 5 µM | 1.4% of 96,000 active | AID 1024;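 active means activation factor of 2 or more for CYP2C9 at a 5 µM dose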;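 further: 0 = sulfaphenazole-blocked wells and 1 = vehicle-only wells; values of inactives mirror those of a sister screen read the other way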
# PLAP act – activators of human placental alkaline phosphatase. P05187. purified PLAP enzyme, luminescent substrate read-out; hits give high values. activation fold at 20 µM. 1.2% of 96,000 active. AID 696; in the data active means activation fold above about 2
# * = called active by the depositor; · = no result given.
SMILES,Mac1 fbg enh,CYP2C19 activ,CYP2C9 inhib,CYP2C19 inhib,CD11b adhes inh,Pyk2 oligo antag,MT1-MMP txn act,CYP2C9 act,PLAP act
COc1ccc(-c2c3c(=O)n(C)c(=O)n(C)c3cn2NC(C)=O)cc1,-2,1,2,-2,-10,0.27,1.2,1,1
Cc1cccc(OCC(=O)O/N=C(\N)Cc2ccc(Cl)cc2)c1,0,1,-7,1,-6,0.23,1.1,1.1,0.9
Nc1nnc(SCc2ccccc2Cl)s1,-1,0.3,-7,68*,8,1.8,1.2,1.1,1.1
O=C(/C=C/c1ccco1)Nc1sc2c(c1C(=O)O)CCC2,-3,1.2,15,-17,23,1.3,·,0.9,1.1
CCc1c(C)nc2ncnn2c1N1CCCC(C(=O)NCc2ccc3c(c2)OCO3)C1 (centres undefined),0,0.7,70*,29,0,1,1.2,0.3,1.5
O=C(c1ccc(Br)o1)N1CCN(c2ccccc2F)CC1,-2,0.1,44,92*,0,-1,1,0.6,1
COc1ccc(/C=N/NS(=O)(=O)c2ccc(C)cc2)cc1OC(=O)c1ccccc1,-2,0.9,37,5,-8,2,·,0.6,1
CC(C)(C)NS(=O)(=O)c1ccc(NC(=O)C(Sc2ccccc2)c2ccccc2)cc1 (centres undefined),-8,0.8,63*,15,-1,-0.83,·,0.4,1
Cn1c(=O)c2cn(Cc3ccc(Cl)cc3)cc2n(C)c1=O,-2,0.4,58*,63*,3,0.46,1.2,0.4,0.8
COc1ccc(-n2c(CCc3ccccc3)nnc2SCC(=O)NCc2ccccc2)cc1,-4,0.5,47,50,8,-1.2,1,0.5,1.6
COC(=O)c1ccccc1NC(=O)C1CC=CCC1C(=O)O (centres undefined),1,1.1,28,-15,4,0.42,1.2,0.7,1.2
Brc1ccc(-c2cn3ccccc3n2)s1,-2,0.7,13,32,29,0.64,·,0.9,0.8
Cn1c(=O)oc2cc(S(=O)(=O)N3CCC(C(=O)N4CC=C(c5ccccc5)CC4)CC3)ccc21,-4,0.3,-5,73*,11,·,1,1.1,1.6
CCCC(=O)Nc1ccc(C)c(O)c1,-2,0.9,5,9,-24,-0.48,·,1,1.1
Cc1nc([N+](=O)[O-])c(Br)n1CC(=O)c1ccccc1,-3,0.5,17,51*,6,0.07,·,0.8,0.9
CC(C)CCN(C(=O)Nc1ccccc1)C(C)c1cccs1 (centres undefined),2,0.8,74*,17,11,0.52,1.1,0.3,1
O=C(NCc1ccco1)c1cnc2ccccn2c1=O,0,1,55*,2,-36,·,1.1,0.4,0.9
CCN1CCN(C(=O)c2cc3cc4cc(OC)ccc4nc3s2)CC1,-2,0.8,31,16,-23,0.01,1.1,0.7,1.5
CCCN1CN(Cc2ccccc2)CC2=C1CC(C)(C)CC2=O,-3,0.9,17,12,10,0.89,1.2,0.8,1.1
Cc1cc(C)c(S(=O)(=O)c2ccccc2)c(OC(=O)c2c(F)cccc2Cl)n1,3,0.9,33,12,42,0.56,1.2,0.7,1
O=C(c1cc2n(n1)C(C(F)(F)F)CC(c1ccc(Cl)cc1)N2)N1CCCC1 (centres undefined),5,0.8,6,16,-40,-0.59,1.1,0.9,1
CC1=C(C(=O)Nc2ccccc2)C(c2ccncc2)C(C#N)=C(SCC(=O)NC(C)C)N1 (centres undefined),-1,0.2,65*,78*,-11,-0.09,1,0.4,0.9
COc1c[nH]n(C2CCCCC2)c(=O)c1=O,0,1,22,2,5,-0.13,1.1,0.8,1.1
Cc1cc(C)cc(NC(=O)Cn2c(=O)oc3cc(S(=O)(=O)N4CCC(C)CC4)ccc32)c1,76,0.8,34,15,-6,·,·,0.7,0.9
O=C(O)C1=C(C(=O)N2CCN(C(=O)c3ccco3)CC2)CCCC1,3,1,4,0,-6,1.1,1.1,1,1.2
CCNc1nc(Sc2ccc(C)cc2)cc(C(F)(F)F)n1,·,0.6,39,37,·,-1,·,0.6,0.8
O=C1CN(C(=O)c2ccco2)C(c2ccccc2)c2cc(Cl)ccc2N1 (centres undefined),-1,0.4,71*,59*,-2,-1.3,0.9,0.3,1.5
N/C(Cc1ccc(Cl)cc1)=N\OC(=O)c1ccc2ccccc2c1,-2,1.1,17,-15,1,0.37,1.2,0.8,1.1
CN(C)CCn1c(C(=O)Nc2ccccc2)cc2ccccc21,-5,0.9,1,12,-14,-0.21,1.1,1,1
COc1ccc(/C=N\N=C2/SC(CC(=O)O)C(=O)N2c2ccc(O)cc2)cc1 (centres undefined),2,1,4,-5,13,-0.57,·,1,1
Cc1ccc(C(=O)NC2CCN(C(=O)N3CCOCC3)CC2)cc1,1,1,-6,-1,-10,0.8,1.2,1.1,0.9
Cn1c(=O)c2c(SCc3cccc(C(F)(F)F)c3)nc(-c3ccco3)nc2n(C)c1=O,2,1,21,0,6,0.6,1,0.8,0.9
CS(=O)(=O)NC1c2cccc3cccc(c23)C1N1CCOCC1 (centres undefined),2,0.9,16,13,-9,0.34,1.2,0.8,1.2
COc1ccc2cc(S(=O)(=O)N3CCOCC3)ccc2c1,-3,0.2,14,79*,-46,-0.18,1.1,0.9,1.1
CC1=NCC(C)c2c1[nH]c1ccccc21 (centres undefined),·,0.9,-5,12,·,-0.39,·,1.1,0.9
COc1cccc(OC(=O)CSc2nnc(-c3ccccc3Br)o2)c1,1,0.9,-9,11,-2,0.32,1.1,1.1,1
CCOc1cc(C2NC(=O)NC(O)(C(F)(F)F)C2C(=O)c2ccccc2)ccc1OC (centres undefined),1,0.9,16,7,-34,0.32,1,0.8,1.2
CCn1c(=O)c(=O)n(CC)c2cc(S(=O)(=O)N3CCc4ccccc43)ccc21,6,0.1,96*,91*,14,·,·,0,1.3
Cc1ccc(S(=O)(=O)NC(CC(=O)N2CCc3ccccc32)c2ccco2)cc1 (centres undefined),1,0.7,40,33,-3,0.4,1.1,0.6,0.8
c1ccc(CNn2nnnc2-c2ccccc2)cc1,2,0.3,13,68*,1,-1,1,0.9,0.9

# Shown with values ahead of the structure: entries from further up
Mac1 fbg enh | CYP2C19 activ | CYP2C9 inhib | CYP2C19 inhib | CD11b adhes inh | Pyk2 oligo antag | MT1-MMP txn act | CYP2C9 act | PLAP act | canonical_smiles
-5 | 0.9 | 1 | 12 | -14 | -0.21 | 1.1 | 1 | 1 | CN(C)CCn1c(C(=O)Nc2ccccc2)cc2ccccc21
2 | 1 | 4 | -5 | 13 | -0.57 | · | 1 | 1 | COc1ccc(/C=N\N=C2/SC(CC(=O)O)C(=O)N2c2ccc(O)cc2)cc1 (centres undefined)
1 | 1 | -6 | -1 | -10 | 0.8 | 1.2 | 1.1 | 0.9 | Cc1ccc(C(=O)NC2CCN(C(=O)N3CCOCC3)CC2)cc1
2 | 1 | 21 | 0 | 6 | 0.6 | 1 | 0.8 | 0.9 | Cn1c(=O)c2c(SCc3cccc(C(F)(F)F)c3)nc(-c3ccco3)nc2n(C)c1=O
2 | 0.9 | 16 | 13 | -9 | 0.34 | 1.2 | 0.8 | 1.2 | CS(=O)(=O)NC1c2cccc3cccc(c23)C1N1CCOCC1 (centres undefined)

# Next section
SMILES,Mac1 fbg enh,CYP2C19 activ,CYP2C9 inhib,CYP2C19 inhib,CD11b adhes inh,Pyk2 oligo antag,MT1-MMP txn act,CYP2C9 act,PLAP act
CCCCc1nnc(NC(=O)C2CCCO2)s1 (centres undefined),1,1,4,-3,-1,-0.02,1.2,1,1.1
CCCCCN(C(=O)COC(=O)c1ccc(Br)o1)c1c(N)n(CCCC)c(=O)[nH]c1=O,-3,1,7,-1,-20,0.78,·,0.9,0.9
CCC(C)(C)n1nnnc1C(c1ccc(Cl)cc1)N1CCN(C)CC1 (centres undefined),-1,0.9,1,6,-5,0.47,1,1,1.6
CCOc1ccccc1N(C(=O)c1ccco1)C(C(=O)NC1CCCC1)c1cccnc1 (centres undefined),3,0.4,17,56*,-12,-0.57,1,0.8,1.5
CCc1c(C)nc2[nH]nc(-c3ccccc3)n2c1=O,-1,1,38,-2,7,0.42,1.3,0.6,1.2
COC(=O)Cc1[nH]nc2c1C1(C(=O)N(Cc3ccc(Cl)cc3)c3ccccc31)C(C#N)=C(N)O2 (centres undefined),-1,0.8,36,24,-4,-0.7,1.2,0.6,1.7
CCN(CC)C(=O)CSc1ncnc2c1nnn2-c1ccc(F)cc1,2,1,-11,0,-9,1,1,1.1,1
CCc1ccc(OCC(=O)N(C)C)c(Br)c1,-4,0.5,24,48,1,1.4,1.2,0.8,0.8
Cc1cc(C)n(S(=O)(=O)c2cc(Cl)ccc2Cl)n1,-4,0.4,-66,59*,-15,-0.09,1.3,1.7,1.1
CC(C)C(=O)Nc1nnc(-c2ccccc2)o1,-5,1.1,-4,-14,-6,·,1.1,1,1
Cc1noc(/C=C/N(C)C)c1S(=O)(=O)N1CCCC(C(=O)NC(C)c2ccccc2)C1 (centres undefined),·,0.7,68*,34,·,-0.3,1,0.3,1.5
CC(C)(C)SCCNC(=O)CN1C(=O)c2ccccc2S1(=O)=O,2,1,14,4,-4,·,1.2,0.9,1.1
COc1ccc(-c2n[nH]c(C)c2-c2cnn(-c3ccccc3)c2)c(O)c1C,1,0.6,52*,39,0,-0.7,1.2,0.5,1.3
Cc1nn(-c2ccccc2)c2sc(-c3nnc(SCC(=O)O)o3)cc12,16,1.1,2,-7,9,0.15,1.3,1,1.6
COC(=O)c1ccccc1NC(=O)CN1CCC(C(=O)c2ccc3c(c2)OCCO3)CC1,-2,0.2,78*,81*,31,-1.8,1,0.2,1.6
COc1ccc(C/C(N)=N/OC(=O)C(c2ccccc2)c2ccccc2)cc1OC,-3,1,16,2,-9,-1.9,·,0.8,1
CCCOc1ccc(/C=C/C(=O)Nc2ccc([N+](=O)[O-])cc2C)cc1OC,·,0.9,-10,9,·,1.2,·,1.1,0.9
CC(C)OC(=O)CSc1nnc(-c2ccc(Cl)cc2Cl)o1,-1,0.7,-36,26,-12,-0.13,1.2,1.4,0.8
C/C(=N\NC(=O)c1c(Cl)c(C)nn1C)c1cccc(NC(=O)COc2ccc(Cl)cc2)c1,-3,0.7,40,34,-1,-0.89,·,0.6,1.3
Cc1cc(=O)n(-c2ccc(O)cc2)[nH]1,-2,1,13,4,-14,-0.43,1.1,0.9,1
CCCNC(=O)CS(=O)(=O)Cc1nc(-c2cccc(OC)c2)oc1C,-3,1,40,2,2,·,1,0.6,1.3
OC(COc1ccc(Cl)c2ccccc12)CN1CCN(c2ccccn2)CC1 (centres undefined),4,0.1,59*,92*,-2,-0.64,1.1,0.4,1.6
Cc1ccc2c(c1)C1(OCCO1)C(=O)N2,0,1,3,-2,3,-0.85,1.1,1,0.9
Cc1ccc(NC(=O)CS(=O)CC(=O)NC2CCN(Cc3ccccc3)CC2)c(C)c1 (centres undefined),0,1,4,-1,-7,0.93,1.2,1,1.7
COc1ccc(OCCN(C)Cc2ccccc2)cc1,3,0.3,-19,68*,-9,1.8,1.1,1.2,1.2
O=C(c1cc2nc(C3CC3)cc(C(F)(F)F)n2n1)N1CCCC1,-2,0.8,29,15,4,0.69,1.1,0.7,1
CC/C(=N\NC(=O)c1ccc2c(c1)OCO2)C12CC3CC(CC(C3)C1)C2,1,1,38,-4,0,-1.3,·,0.6,0.9
CC(C)(C)N=C1NC(=NC(C)(C)C)c2ccccc21,3,1,9,-1,-2,1.1,1.3,0.9,0.8
Cc1cc(C)n(-c2nc3c(c(=O)[nH]c(=O)n3C)n2Cc2cccc(Br)c2)n1,6,0.4,46,55*,30,-1.1,1.3,0.5,1.5
Cc1nn(Cc2ccc(F)cc2)c(C)c1NC(=O)c1cnn2c1NC(c1cccs1)CC2C(F)(F)F (centres undefined),1,0.6,48,41,19,-1.1,1.2,0.5,1.9
C=CCc1ccc(OCC(O)CN2CCCCC2C)c(OC)c1 (centres undefined),-2,0.8,-10,16,13,1.6,1.2,1.1,1.5
O=c1cc(N2CCN(c3cccc(Cl)c3)CC2)[nH]c(=O)n1C1CCCCC1,·,0.5,25,49,·,0.17,1.2,0.8,0.9
CCCCC1(Cc2ccc(OC)c([N+](=O)[O-])c2)C(=O)N(c2ccccc2)N(c2ccccc2)C1=O,3,0.8,20,23,-36,0.36,·,0.8,1.3
